ELG1 genotox: genotoxicity induction in ELG1-luciferase HEK293T cells; HEK293T ELG1-luciferase reporter, luminescence, 16 h; Potency, µM (top dose mostly 46 µM), for the others: at the highest dose activity change, positive = activation, usual class: activators; hit rate 1.3% among 330,000; note: % of control where 0% means no effect; nearly all actives have a fitted effect of over 60% in size
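Step 1: seed 2,000 HEK293T ELG1-luciferase cells per well. Step 2: add compound or DMSO, incubate 16 hr at 37 °C. Step 3: ONE-Glo, 30 min at room temperature, read luminescence.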
MBNL1 CUG block: inhibitors of human MBNL1 binding to CUG repeat RNA; hit rate 0.036% among 280,000; Q9NR56; Potency, µM (titrated, usually from 57.5 µM), inactives show at the top dose activity change, negative = inhibition, usual class: inhibitors; AID 2675; TR-FRET MBNL1-His/biotin-(CUG)12 binding, 665/545 ratio; active = well fitted inhibition curve with a large enough effect in the signal ratio, with a control signal flat, not every such curve was filed as active; inconclusive = small, poorly fitted or top-dose-only effect, or effect the other way, or a change in a side signal; inactive = no such curve, though single readings can be large or run the other way; the % refers to the signal ratio; note: % is set by controls: 0 for no effect and ±100 for the full control effect
Target sequence (Q9NR56 whole entry, looked up): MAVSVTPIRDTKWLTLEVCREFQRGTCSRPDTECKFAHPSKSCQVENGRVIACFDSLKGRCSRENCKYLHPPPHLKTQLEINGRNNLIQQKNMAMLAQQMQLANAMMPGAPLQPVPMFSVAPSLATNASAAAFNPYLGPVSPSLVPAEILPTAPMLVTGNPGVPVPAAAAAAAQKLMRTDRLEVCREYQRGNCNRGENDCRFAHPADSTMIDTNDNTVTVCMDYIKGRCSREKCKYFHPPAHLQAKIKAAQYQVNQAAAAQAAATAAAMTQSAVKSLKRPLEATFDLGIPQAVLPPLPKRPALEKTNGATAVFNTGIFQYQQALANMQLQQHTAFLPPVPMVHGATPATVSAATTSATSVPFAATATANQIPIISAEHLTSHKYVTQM
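Compounds (final 92 nM to 58 uM) are added to His-tagged MBNL1 and biotin-(CUG)12, then terbium anti-His antibody and streptavidin-XL665 (5 nM final). After 60 min at room temperature, the 665/545 nm ratio is read.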
CXXC DNA block: blocks binding of human MLL CXXC domain to DNA; MLL-CXXC / FITC-HOXA9 DNA fluorescence polarization; hit rate 0.037% among 290,000; Potency, µM (titrated, usually from 115 µM), for the others: at the top dose activity change, negative = inhibition, most hits filed as inhibitors; AID 2662; active = well fitted inhibition curve with a large enough effect in the polarisation, with a control signal flat, not every such curve was filed as active; inconclusive = small, poorly fitted or top-dose-only effect, or effect the other way, or a change in a side signal; inactive = no such curve, though single readings can be large or run the other way; the % refers to the polarisation
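Fluorescence polarization: 7 uM MLL-CXXC (stock) preincubated 5 min with compounds, then 50 nM fluorescein-HOX-A9 DNA (stock) added; 30 min ambient. Buffer 50 mM Tris-HCl pH 7.5, 50 mM NaCl, 1 mM DTT, 0.05% BSA.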
Rab9 prom act: activates the Rab9 promoter; Huh7 Rab9 promoter-luciferase reporter, luminescence, 24 h; Potency, µM (top dose mostly 9.22 µM), for the others: top-dose activation, negative = inhibition, hits mostly activators; hit rate 2.8% among 320,000; AID 485297; note: % of control where 0% means no effect; nearly all actives have a fitted effect of over 60% in size
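Rab9 promoter-driven luciferase in stably transfected Huh7 cells; 1500 cells/well rested 2 h, exposed to compound in DMSO for 24 h at 37 °C, 5% CO2. Luminescence read 10 min after adding luciferase reagent at ambient temperature.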
p53 reactivator: mutant p53 re-activation in reporter cells; H1299 p53-A138V BP100-luciferase reporter, luminescence, 24 h; Potency, µM (doses to about 92.2 µM), without a hit: at the top dose activity change, positive = activation, usual class: activators; hit rate 0.063% among 320,000; note: % of control where 0% means no effect; nearly all actives have a fitted effect of over 45% in size
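p53-null H1299 cells stably carrying temperature-sensitive p53-A138V and a BP100-luciferase reporter were pinned with compounds (4-point, 1:5 series) and held 24 hrs at 37 deg C. Luminescence was read 10 min after detection reagent.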
VP16 counter: inhibits Gal4-VP16 luciferase reporter, ROR gamma counter-screen | Drosophila S2 Gal4-VP16 UAS-luciferase, luminescence, 20 h | Potency, µM (top dose mostly 53.6 µM), without a hit: top-dose activity, negative = inhibition, hits mostly inhibitors | hit rate 3.5% among 310,000 | AID 2546;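 note: Gal4-VP16 expression switched on by copper sulfate through the metallothionein promoter; % is set by controls: 0 for no effect and ±100 for the full control effect; nearly all actives have a fitted effect of over 50% in size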
BRCA1 expr act: increases BRCA1 expression. MCF7-BRCA1-FFLuc reporter, luminescence, 48 h; response scale: scaled: vehicle 0%, 10 µM genistein 100%. Potency, µM (highest dose often 46.1 µM), for inactives: at the highest dose activation, actives largely listed as activators. hit rate 1.1% among 380,000. AID 624202; note: nearly all actives have a fitted effect of over 80% in size; some results filed as inactive show a strong effect at the top dose
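48 h compound treatment of MCF7-BRCA1-FFLuc cells (phenol-red free MEM, 37 °C), then 15 min with luciferase substrate and luminescence imaging.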
NPC1 prom act: activators of NPC1 promoter; Potency, µM (doses to about 9.22 µM), without a hit: at the highest dose activation, hits mostly activators; Huh7 NPC1 promoter luciferase reporter, 24 h; hit rate 2.4% among 320,000;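 note: % of control where 0% means no effect; nearly all actives have a fitted effect of over 60% in size; reporter is driven by a mutant NPC1 promoter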
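Stable NPC1-promoter luciferase Huh7 line; cpd (DMSO) 24 h, 37 °C, 5% CO2; Amplite luciferase reagent 10 min RT; luminescence readout. qHTS format.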
FLuc counter: firefly luciferase modulation, counter-screen for miR-21 project. purified FLuc, Km substrates, luminescence inhibition. AID 588342. Potency, µM (series often up to 57.5 µM), inactives show at the top dose activity change, negative = inhibition, most hits filed as inhibitors. hit rate 6.9% among 360,000;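 note: plate controls were vehicle for no effect and reference inhibitor for full effect; nearly all actives have a fitted effect of over 55% in size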
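Purified P. pyralis luciferase (10nM final) with 10uM D-luciferin and 10uM ATP (Km levels) in 50mM Tris acetate pH 7.5, 10mM Mg acetate, 0.01% Tween-20, 0.05% BSA; qHTS 6-point titration, ~60 µM downward; luminescence read.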
uPA generation: blocks generation of uPA at the cell surface; cell surface uPA generation assay, qHTS; Potency, µM (series often up to 38.3 µM), without a hit: at the highest dose activity change, negative = inhibition, most hits filed as inhibitors; hit rate 0.31% among 330,000; AID 540303; active = well fitted inhibition curve with a large enough effect; inconclusive = small, poorly fitted or top-dose-only effect; inactive = no such curve, though single readings can be large or run the other way; tested in mouse RAW 264.7 cells; note: % is set by controls: 0 for no effect and ±100 for the full control effect; nearly all actives have a fitted effect of over 55% in size
RORgamma inh: blocks mouse ROR gamma transcriptional activity; Drosophila S2 Gal4-RORgamma UAS-luciferase reporter, 20 h; hit rate 5.4% among 310,000; Potency, µM (top dose mostly 53.6 µM), inactives show at the top dose activity change, negative = inhibition, most hits filed as inhibitors; P51450; note: % is set by controls: 0 for no effect and ±100 for the full control effect; nearly all actives have a fitted effect of over 60% in size
Target sequence (P51450 whole entry, looked up, the tested form may be a part): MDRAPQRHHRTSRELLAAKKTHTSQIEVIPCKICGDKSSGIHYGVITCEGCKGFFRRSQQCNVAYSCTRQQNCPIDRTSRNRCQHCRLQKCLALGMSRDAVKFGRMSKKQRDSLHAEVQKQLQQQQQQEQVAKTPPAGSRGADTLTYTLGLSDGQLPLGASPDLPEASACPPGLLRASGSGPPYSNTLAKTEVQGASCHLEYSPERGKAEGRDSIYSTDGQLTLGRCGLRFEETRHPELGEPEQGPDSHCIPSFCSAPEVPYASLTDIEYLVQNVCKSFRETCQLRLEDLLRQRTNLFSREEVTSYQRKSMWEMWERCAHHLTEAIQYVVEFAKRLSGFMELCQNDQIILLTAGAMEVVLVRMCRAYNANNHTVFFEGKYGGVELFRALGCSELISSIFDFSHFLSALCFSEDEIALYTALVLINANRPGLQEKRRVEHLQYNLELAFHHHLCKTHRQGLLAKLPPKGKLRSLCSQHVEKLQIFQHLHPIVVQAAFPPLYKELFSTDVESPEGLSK
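Stably transfected Drosophila Schneider cells are the test system, with ROR gamma fused to Gal4 and luciferase under UAS control; luminescence is read after 20 hr of 700 uM copper sulfate induction at ambient temperature.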
Numbers without * were called inactive; [ ] = another dose, or the depositor's remark. Unless noted, calls come from the whole dose curve; as a rule, active = well fitted curve in the direction sought with a large enough effect; inconclusive = small, poorly fitted or top-dose-only effect, or another doubt; inactive = no such curve, though single readings can be large; an effect the other way counts as inactive or inconclusive. Potency is the fitted concentration of half-maximal effect. The list is partial (hit frequency here may not be typical).

Results for O=C(COc1c(Br)cc(Br)c2cccnc12)N1CCc2ccccc2C1 ?
ELG1 genotox: 0%; MBNL1 CUG block: 8%; CXXC DNA block: 2%; Rab9 prom act: -4%; p53 reactivator: -2%; VP16 counter: 7.9µM*; BRCA1 expr act: -3%; NPC1 prom act: -1%; FLuc counter: -8%; uPA generation: 13%; RORgamma inh: 5.6µM*

How did Cc1ccc(OCC(=O)N2CCCCC2)c(Br)c1 do in these assays?
ELG1 genotox: 15%; MBNL1 CUG block: 4%; CXXC DNA block: 13%; Rab9 prom act: inconclusive; p53 reactivator: inconclusive; VP16 counter: 0%; BRCA1 expr act: 11µM*; NPC1 prom act: inconclusive; FLuc counter: inconclusive; RORgamma inh: 33%

How did COc1ccc(NC(=O)COC(=O)c2ccc(NS(=O)(=O)/C=C/c3ccccc3)cc2)cc1 do in these assays?
ELG1 genotox: -4%; CXXC DNA block: 11%; Rab9 prom act: -5%; p53 reactivator: -12%; VP16 counter: 3%; BRCA1 expr act: 1%; NPC1 prom act: -2%; FLuc counter: 2%; uPA generation: 1%; RORgamma inh: 31%

How did COc1ccccc1/C=N/N1CCN(c2ccc(Cl)cc2)CC1 do in these assays?
ELG1 genotox: -3%; MBNL1 CUG block: 0%; CXXC DNA block: 9%; Rab9 prom act: -4%; VP16 counter: -3%; BRCA1 expr act: 0%; NPC1 prom act: -1%; FLuc counter: 2%; uPA generation: 4%; RORgamma inh: -6%

Results for Cc1ccccc1-c1nnc(SCc2ccc(F)cc2)o1 ?
ELG1 genotox: inconclusive; MBNL1 CUG block: 11%; CXXC DNA block: 6%; Rab9 prom act: 24%; p53 reactivator: inconclusive; VP16 counter: 16%; BRCA1 expr act: inconclusive; NPC1 prom act: inconclusive; FLuc counter: 15µM*; RORgamma inh: 7%

How did CCN(Cc1ccccc1)C(=O)c1c[nH]c2ccc(S(=O)(=O)N(C)CCC#N)cc2c1=O do in these assays?
ELG1 genotox: 0%; MBNL1 CUG block: -2%; CXXC DNA block: -3%; Rab9 prom act: 0%; p53 reactivator: -5%; VP16 counter: -1%; BRCA1 expr act: -10%; NPC1 prom act: 2%; FLuc counter: 2%; uPA generation: 0%; RORgamma inh: -9%

How did O=C(Nc1ccccc1-c1nc2ccccc2[nH]1)c1sc2ccccc2c1Cl do in these assays?
ELG1 genotox: 0%; CXXC DNA block: 0%; Rab9 prom act: 0%; p53 reactivator: 3%; VP16 counter: 0%; NPC1 prom act: 5%; FLuc counter: -2%; RORgamma inh: -1%

What do the screens show for `O=C(NCc1ccc(F)cc1)C1CCC(CNS(=O)(=O)c2ccccc2)CC1` (configuration not stated)?
ELG1 genotox: 3%; MBNL1 CUG block: 7%; CXXC DNA block: 9%; Rab9 prom act: -6%; p53 reactivator: 6%; VP16 counter: 1%; BRCA1 expr act: -22%; NPC1 prom act: -4%; FLuc counter: -1%; uPA generation: 5%; RORgamma inh: 3%

How did Cc1cccc(OCC(O)CN2CC3(C)CC2CC(C)(C)C3)c1 (configuration not stated) do in these assays?
ELG1 genotox: -4%; MBNL1 CUG block: 7%; CXXC DNA block: 10%; Rab9 prom act: -6%; p53 reactivator: -2%; VP16 counter: 6%; BRCA1 expr act: 1%; NPC1 prom act: -4%; FLuc counter: 8%; uPA generation: -2%; RORgamma inh: 6%

Results for CCC(C)CCN1C(Nc2ccccc2)=NC[C@@H]1C (some centres not stated) ?
ELG1 genotox: -3%; MBNL1 CUG block: 2%; CXXC DNA block: 5%; Rab9 prom act: -1%; VP16 counter: 1%; BRCA1 expr act: 3%; NPC1 prom act: 0%; FLuc counter: 2%; uPA generation: -25%; RORgamma inh: -10%

Continued (2 carried over from the part before).
How did Cc1cccc(OCC(O)CN2CC3(C)CC2CC(C)(C)C3)c1 (configuration not stated) do in these assays?
ELG1 genotox: -4%; MBNL1 CUG block: 7%; CXXC DNA block: 10%; Rab9 prom act: -6%; p53 reactivator: -2%; VP16 counter: 6%; BRCA1 expr act: 1%; NPC1 prom act: -4%; FLuc counter: 8%; uPA generation: -2%; RORgamma inh: 6%

Results for CCC(C)CCN1C(Nc2ccccc2)=NC[C@@H]1C (some centres not stated) ?
ELG1 genotox: -3%; MBNL1 CUG block: 2%; CXXC DNA block: 5%; Rab9 prom act: -1%; VP16 counter: 1%; BRCA1 expr act: 3%; NPC1 prom act: 0%; FLuc counter: 2%; uPA generation: -25%; RORgamma inh: -10%

What do the screens show for `N#C/C(=C\c1ccc(N2CCOCC2)cc1)c1ccccc1`?
ELG1 genotox: 4.1µM*; MBNL1 CUG block: inconclusive; CXXC DNA block: -6%; Rab9 prom act: 1µM*; p53 reactivator: inconclusive; VP16 counter: -11%; BRCA1 expr act: inconclusive; NPC1 prom act: 2.8µM*; FLuc counter: inconclusive; uPA generation: -11%; RORgamma inh: inconclusive

What do the screens show for `CC(NC(=O)C(C)(C)C)c1nc2ccccc2n1C` (configuration not stated)?
ELG1 genotox: -2%; MBNL1 CUG block: -4%; CXXC DNA block: 1%; Rab9 prom act: -6%; p53 reactivator: 10%; BRCA1 expr act: 8%; NPC1 prom act: -6%; FLuc counter: 1%; uPA generation: -1%; RORgamma inh: 0%[0.365 µM]

Results for CCCCN(C(=O)c1cc2c(s1)CCCC2)c1c(N)n(CCC)c(=O)[nH]c1=O ?
ELG1 genotox: 2%; Rab9 prom act: -4%; p53 reactivator: 2%; BRCA1 expr act: -5%; NPC1 prom act: -4%; FLuc counter: 5%; uPA generation: inconclusive

How did Cc1ccc(NC(=O)c2ccc(Oc3ncccn3)cc2)cc1 do in these assays?
ELG1 genotox: inconclusive; MBNL1 CUG block: 3%; CXXC DNA block: 0%; Rab9 prom act: inconclusive; p53 reactivator: 13%; VP16 counter: 5%; BRCA1 expr act: inconclusive; NPC1 prom act: inconclusive; FLuc counter: 15µM*; uPA generation: -7%; RORgamma inh: 28%

Results for COc1ccc(CCNC(=O)COC(=O)C23CC4CC(CC(Br)(C4)C2)C3)cc1 ?
ELG1 genotox: -5%; CXXC DNA block: 17%; Rab9 prom act: -12%; p53 reactivator: 0%; VP16 counter: -2%; BRCA1 expr act: -16%; NPC1 prom act: -3%; FLuc counter: 5%; uPA generation: -2%; RORgamma inh: 15%

How did N#C/C(=N\Nc1ccc(S(=O)(=O)N2CCc3ccccc32)cc1)C(N)=S do in these assays?
ELG1 genotox: -18%; MBNL1 CUG block: inconclusive; CXXC DNA block: -8%; Rab9 prom act: -12%; p53 reactivator: -6%; VP16 counter: inconclusive; BRCA1 expr act: -65%; NPC1 prom act: -2%; FLuc counter: inconclusive; uPA generation: -2%; RORgamma inh: 11µM*

How did Cc1cc(C)n2nc(-c3cnn(C)c3C(F)(F)F)cc2n1 do in these assays?
ELG1 genotox: inconclusive; MBNL1 CUG block: -4%; CXXC DNA block: -2%; Rab9 prom act: 4%; p53 reactivator: -2%; VP16 counter: 5%; BRCA1 expr act: 18%; NPC1 prom act: -3%; FLuc counter: -4%; uPA generation: -5%; RORgamma inh: -1%

What do the screens show for `O=C(COc1ccccc1Br)N1CCN(C(=O)c2cccs2)CC1`?
ELG1 genotox: 4%; Rab9 prom act: 3%; p53 reactivator: -9%; BRCA1 expr act: 15%; NPC1 prom act: -2%; uPA generation: 0%

Results for COc1ccc(OCCCCn2c(CO)nc3ccccc32)cc1 ?
ELG1 genotox: -4%; MBNL1 CUG block: 0%; CXXC DNA block: 1%; Rab9 prom act: -1%; VP16 counter: -4%; BRCA1 expr act: -20%; NPC1 prom act: 1%; FLuc counter: -7%; uPA generation: 0%; RORgamma inh: 32%

How did O=S(=O)(c1cccs1)N1CCN(c2ccc(F)cc2)CC1 do in these assays?
ELG1 genotox: -3%; MBNL1 CUG block: -1%; CXXC DNA block: -3%; Rab9 prom act: -4%; p53 reactivator: -4%; VP16 counter: 13%; BRCA1 expr act: -15%; NPC1 prom act: 0%; FLuc counter: 5%; uPA generation: -1%; RORgamma inh: 7%

What do the screens show for `CCCOc1ccc(/C(O)=C2/C(=O)C(=O)N(CCCn3ccnc3)C2c2cccnc2)cc1` (configuration not stated)?
ELG1 genotox: -1%; MBNL1 CUG block: 18%; CXXC DNA block: 2%; Rab9 prom act: -8%; p53 reactivator: -3%; VP16 counter: 4%; BRCA1 expr act: -3%; NPC1 prom act: -4%; FLuc counter: 0%; uPA generation: 2%; RORgamma inh: 9%
